TbREL1 inh = TbREL1 inhibition, primary screen; TbREL1 RNA ligation, FRET fluorescence; inhibition, % at 9.66 µM; 89,000 compounds, 0.49% hits; AID 1117264;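 active means inhibition above the mean inhibition across all screened compounds plus 3 SD, cut at about 11% in these data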;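 further: 0% = plate median of test wells and 100% = NSC42067 control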
Target sequence (P86926 whole entry, looked up): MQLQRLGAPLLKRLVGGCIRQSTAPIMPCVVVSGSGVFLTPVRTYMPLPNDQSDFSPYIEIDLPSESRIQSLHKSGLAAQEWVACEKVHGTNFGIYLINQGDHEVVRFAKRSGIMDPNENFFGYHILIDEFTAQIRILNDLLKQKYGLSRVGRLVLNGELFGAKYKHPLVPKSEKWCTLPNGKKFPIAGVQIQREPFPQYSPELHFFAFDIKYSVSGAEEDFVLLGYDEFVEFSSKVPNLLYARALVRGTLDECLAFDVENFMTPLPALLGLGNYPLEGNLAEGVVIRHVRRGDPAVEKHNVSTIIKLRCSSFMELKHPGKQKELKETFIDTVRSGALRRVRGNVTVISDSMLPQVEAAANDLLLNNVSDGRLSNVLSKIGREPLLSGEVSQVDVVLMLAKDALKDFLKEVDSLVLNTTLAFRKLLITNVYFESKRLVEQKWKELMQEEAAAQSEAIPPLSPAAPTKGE
* marks the source's active call; other numbers are inactive results. Some of the compounds tested, so the mix of outcomes need not match the whole.

#	TbREL1 inh	canonical_smiles
1	-1.4	Cc1cc(C)c(S(=O)(=O)Nc2ncn[nH]2)cc1C
2	0.8	CC(=O)Nc1ccc2nc(NC(=O)CCc3ccccc3)sc2c1
3	-4.5	O=S(=O)(NNc1ncc(C(F)(F)F)cc1Cl)c1ccccc1
4	-3.1	CC(C)OC(=O)CSc1nnc(CNc2nc(-c3ccccc3)cs2)n1C
5	-2.8	CC(C)CN1CCC1(C)C(=O)Nc1cc(-c2ccccc2)nn1C (stereo not drawn)
6	-2.3	O=C(NCCc1ccncc1)C12CC3CC(CC(C3)C1)C2
7	4.3	C/C(=N\NC(=O)COc1ccc(C#N)cc1)c1ccccc1OC(F)F
8	0.9	CN(C)S(=O)(=O)c1ccc(C(=O)Nc2ccc(F)cc2F)cc1
9	-0.3	COc1ccc(-c2c(C)n([O-])c(C)c(C)[n+]2=O)cc1
10	0.7	CC(C)(C)OC(=O)N[C@H]1C=C[C@H](OC(=O)CC(=O)OCC(F)(F)F)C1
11	-2.6	CC(C)(C)NC(=O)C1CCC(CNc2c(N3CCCCC3)c(=O)c2=O)CC1 (stereo not drawn)
12	2.5	COc1cc([N+](=O)[O-])ccc1NC(=O)CC(C)C
13	19.8*	N#Cc1ccccc1S(=O)(=O)N1CCN(CC(O)CN2CCOCC2)CC1 (stereo not drawn)
14	-3.6	CCOC(=O)C1=C(N)N(c2ccccc2Oc2ccccc2)C(=O)C1
15	1.8	Cc1ccc(-c2c(C)n([O-])c3c([n+]2=O)CCC3)cc1
16	6.3	O=C(CS(=O)(=O)c1ccc(F)cc1)NCc1ccccc1
17	-3.0	CCOc1ccc(OCC)c(NC(=O)Nc2ccc3c(c2)N(C)C(=O)CS3)c1
18	3.8	CCN(C(=O)Cn1c(=O)oc2cc(S(=O)(=O)N3CCCC3)ccc21)c1ccc(OC)cc1
19	-0.6	O=C1NC(=O)C(CSc2ccccc2)(c2ccccc2)N1 (stereo not drawn)
20	1.4	Nc1nnc(-c2cccnc2)s1
21	-3.0	COc1cccc(CN2CCNC(=O)C2CC(=O)NC2CCCC2)c1OC (stereo not drawn)
22	0.0	CCOc1ccccc1OCCCC(=O)ON=C(N)c1ccccc1
23	2.5	CC1(C)NC(=O)N(CC(=O)OCC(=O)Nc2c(Br)cc([N+](=O)[O-])cc2Br)C1=O
24	-0.6	CCCCC(=O)NC1(C(F)(F)F)C(=O)N(Cc2ccco2)C(C)=C1C(=O)OC (stereo not drawn)
25	1.9	CN(/N=C/c1ccc(Cl)cc1Cl)c1ncc(Cl)cc1C(F)(F)F
26	1.5	C[C@H](CO)N1C[C@H](C)[C@H](CN(C)C(=O)Nc2ccc(F)cc2)OCc2cnnn2CCCC1=O
27	-0.3	Cc1cccc(C)c1NC(=O)C(c1cc2ccccc2o1)N1CCC(c2ccccc2)CC1 (stereo not drawn)
28	-1.1	CC(=O)Nc1ccc(-c2ccnc3c2CC(C(=O)NCCC(F)(F)F)O3)cc1 (stereo not drawn)
29	-5.4	Cc1cc(-c2ccco2)n2c(nc3ccccc32)c1C#N
30	4.7	CC(C)CC1NC2(C(=O)N(C)c3ccccc32)C2C(=O)N(C(C)C)C(=O)C12 (stereo not drawn)
31	-4.0	CCCSCCCNC(=O)CC1Oc2ccccc2NC1=O (stereo not drawn)
32	1.1	Cc1c(C2(O)CCCCC2)[nH]c2cnccc12
33	-3.3	CC(C)C(=O)N1CCN(S(=O)(=O)c2ccc3ccccc3c2)CC1
34	-1.4	CC1CC(C)(C)CC2(C1)NC(=O)N(CC(=O)OCc1ccc(Br)cc1)C2=O (stereo not drawn)
35	-0.9	O=c1c2cc(N3CCOCC3)ccc2[nH]c(=S)n1Cc1cccc(Cl)c1
36	-3.8	COC(=O)CN1C(=O)[C@H]2[C@@H](c3ccc(C)o3)N3C(=O)CN(Cc4ccc(-c5ccccc5)cc4)C(=O)[C@@]3(C)[C@H]2C1=O
37	1.9	Cc1ccc(Cl)c(OCC(=O)Nc2ccccc2N2CCCCC2)c1
38	6.0	Cc1nc2c3cc(F)ccc3n(CCN3CCCCC3)c2s1
39	1.5	CC1(C)Cc2c(cnn2-c2ccc(F)cc2)C(NC(=O)c2ccc(=O)oc2)C1 (stereo not drawn)
40	-3.2	COc1ccccc1N1CCN(C(=O)CN(CCc2ccccc2)S(C)(=O)=O)CC1

5 compounds drawn at random from the list so far:
#	TbREL1 inh	canonical_smiles
31	-4.0	CCCSCCCNC(=O)CC1Oc2ccccc2NC1=O (stereo not drawn)
26	1.5	C[C@H](CO)N1C[C@H](C)[C@H](CN(C)C(=O)Nc2ccc(F)cc2)OCc2cnnn2CCCC1=O
40	-3.2	COc1ccccc1N1CCN(C(=O)CN(CCc2ccccc2)S(C)(=O)=O)CC1
29	-5.4	Cc1cc(-c2ccco2)n2c(nc3ccccc32)c1C#N
36	-3.8	COC(=O)CN1C(=O)[C@H]2[C@@H](c3ccc(C)o3)N3C(=O)CN(Cc4ccc(-c5ccccc5)cc4)C(=O)[C@@]3(C)[C@H]2C1=O

Compounds shown so far with a tert-butyl group, in the order listed:
#	TbREL1 inh	canonical_smiles
10	0.7	CC(C)(C)OC(=O)N[C@H]1C=C[C@H](OC(=O)CC(=O)OCC(F)(F)F)C1
11	-2.6	CC(C)(C)NC(=O)C1CCC(CNc2c(N3CCCCC3)c(=O)c2=O)CC1 (stereo not drawn)

Next section
#	TbREL1 inh	canonical_smiles
41	4.2	CCCOC(=O)c1c(NC(=O)CCCn2nc([N+](=O)[O-])cc2C)sc(C(=O)OC)c1C
42	-0.3	C[C@@H]1CN([C@@H](C)CO)C(=O)CCCn2nncc2CO[C@H]1CN(C)C(=O)c1cc(-c2ccccc2)on1
43	-2.8	CN(C)C(=S)NC(=O)C12CC3CC(C)(CC(C)(C3)C1)C2
44	1.9	C/C=C/COC(=O)C1=C(C)NC(=O)NC1c1ccc2c(c1)OCO2 (stereo not drawn)
45	6.0	O=C(CCS(=O)(=O)c1ccc(Cl)cc1)Oc1ccc2c(c1)OCO2
46	4.8	Cn1c(=O)c2cc(NC(=O)Cc3cccc4ccccc34)ccc2n1-c1ccccc1
47	0.7	COc1cccc(NC(=O)CN(C)C(=O)c2cc(C3CC3)nn2-c2ccccc2)c1
48	0.1	Cc1ccc(-n2ncc3c(N4CCCC(C)C4)ncnc32)c(C)c1 (stereo not drawn)
49	-6.6	CCCCN1CN(Cc2ccccc2)CNC1=S
50	4.3	Cc1cc(C(C)(C)C)ccc1NC(=O)CC(C)(C)CC(=O)O
51	1.9	Cc1sc2nc(C3CC3)nc(N3CCN(C(=O)c4ccccc4F)CC3)c2c1C
52	-0.9	O=C(COc1ccc(CNC[C@H]2O[C@@H](n3ccc(=O)[nH]c3=O)[C@H](O)[C@@H]2O)cc1)Nc1ccccn1
53	-3.9	CCc1nnc(NC(=O)CSc2nnc(-c3ccc(OC)cc3)n2C)s1
54	-4.0	CCc1nc2ccc(C(=O)N(C)CCN(C)C)cn2c1N(CC)CCOC
55	3.4	COc1ccc(S(=O)(=O)N2CCCCCC2)cc1C(=O)NCCOc1ccc(C)cc1
56	-2.1	Cc1ccccc1NC(=O)CSc1nnc(CNC(=O)c2ccc3c(c2)OCO3)n1C
57	4.6	CN(C)S(=O)(=O)c1ccc(NC(=O)CN2CCCC2c2ccc3c(c2)OCCCO3)cc1 (stereo not drawn)
58	-1.3	O=C(COC(=O)c1ccc(F)c(S(=O)(=O)N2CCOCC2)c1)NCc1ccc(Cl)cc1
59	-3.2	CCOC(=O)c1c(C)nc(C)c(C(=O)OCC)c1-c1cccc(N)c1
60	0.0	C[C@H](CO)N1C[C@H](C)[C@@H](CN(C)S(=O)(=O)c2cccs2)Oc2c(NC(=O)C3CC3)cccc2C1=O
61	-4.7	CC1=C(C(=O)OCc2ccccc2)C(c2cccc(Cl)c2Cl)NC(=O)N1CCCCCC(=O)O (stereo not drawn)
62	0.7	CNC(=O)CSc1nnc(COc2ccc(Cl)cc2)n1CCOC
63	-0.2	COc1ccccc1-c1nnc(SCc2ccccn2)n1C
64	-0.6	CCOC(=O)c1c(N)nn(C(=O)C(C)C)c1-c1ccccc1
65	3.0	COc1ccc(C(=O)NC2CC2)cc1OC1CCN(Cc2cnn(C)c2C)CC1
66	4.2	Cc1cc(C)c(C#N)c(SCc2ccccc2F)n1
67	1.7	O=C(c1ccccc1Oc1ccc([N+](=O)[O-])cc1)N1CCOCC1
68	-2.3	CCN(C(=O)COC(=O)c1cnc(C)cn1)c1c(N)n(Cc2ccccc2)c(=O)[nH]c1=O
69	0.6	COc1ccc(N(CC(=O)Nc2ccc3c(c2)OCCO3)S(=O)(=O)c2cccc(C)c2)cc1
70	2.6	CCOC(=O)c1ccc(NC(=O)c2nc[nH]c2C(=O)N2CCN(c3ccccc3)CC2)cc1
71	-1.2	Cc1nc(C(=O)NC2CCOCC2)sc1C1(C)CC(c2cccc([N+](=O)[O-])c2)=NO1 (stereo not drawn)
72	-2.4	O=C(NCc1nc2ccccc2[nH]1)C1=C[C@H](C2CC2)C[C@H](OCCCCO)O1
73	6.5	COC(=O)c1ccc2nc(-c3ccc(C)cc3)c(Cc3cccc(F)c3)n2c1
74	5.8	CC(C)OCCCN1C=C2C(=O)C(C)(OC(=O)CCc3ccccc3)C(=O)C=C2C=C1c1ccc(C#N)cc1 (stereo not drawn)
75	-3.1	CN1CCN(S(=O)(=O)c2ccc3c(c2)CC(=O)N3C)CC1
76	1.3	CCCCCc1n[nH]c2c1CCCC2
77	-1.0	O=S(=O)(Cc1ccccc1)CS(=O)(=O)Cc1ccccc1
78	4.4	CCOC1=C2[C@H](c3ccccc3)N(S(=O)(=O)c3ccc(C)cc3)C(C(C)(C)C)[C@H]2n2c(=O)n(-c3ccccc3)c(=O)n2C1 (stereo partly drawn)
79	2.7	CCc1nc2nc(C)c(NS(=O)(=O)c3ccc(Cl)cc3)c(=O)n2[nH]1
80	1.2	Cc1cc(C)c(NC(=O)COc2ccccc2C(=O)Nc2ccc3c(c2)oc2ccccc23)c(C)c1

5 compounds from above, ordered by their value in TbREL1 inh, smallest number first:
cpd	Structure	TbREL1 inh
61	CC1=C(C(=O)OCc2ccccc2)C(c2cccc(Cl)c2Cl)NC(=O)N1CCCCCC(=O)O (stereo not drawn)	-4.7
72	O=C(NCc1nc2ccccc2[nH]1)C1=C[C@H](C2CC2)C[C@H](OCCCCO)O1	-2.4
71	Cc1nc(C(=O)NC2CCOCC2)sc1C1(C)CC(c2cccc([N+](=O)[O-])c2)=NO1 (stereo not drawn)	-1.2
67	O=C(c1ccccc1Oc1ccc([N+](=O)[O-])cc1)N1CCOCC1	1.7
65	COc1ccc(C(=O)NC2CC2)cc1OC1CCN(Cc2cnn(C)c2C)CC1	3.0

Next entries.
#	TbREL1 inh	canonical_smiles
81	-1.1	COc1ccccc1CN(C)C(=O)C1COc2ccccc2O1 (stereo not drawn)
82	-1.9	O=c1cc(CNc2cc(C(F)(F)F)cc(C(F)(F)F)c2)nc2sccn12
83	-3.3	CCOc1ccc(NC(=O)CN(C)C(=O)c2c(-c3ccccc3Cl)noc2C)cc1OCC
84	2.9	CSC1=NCCN1C(=O)c1ccc(S(=O)(=O)N2CCCC2)cc1
85	-3.0	Oc1cccc(C(=S)N2CCN(Cc3ccccc3)CC2)c1
86	-1.3	c1ccc(Cn2nnnc2C(c2cccnc2)N2CCN(C3CCCCC3)CC2)cc1 (stereo not drawn)
87	-1.0	CC(=O)N1CCc2cc(S(=O)(=O)NC3CCN(C(=O)CCl)CC3)ccc21
88	1.9	OC(c1ccc(Cl)c(F)c1)c1ncc(-c2ccc(Cl)cc2)[nH]1 (stereo not drawn)
89	2.2	O=C(Nc1ccccc1)N(Cc1ccccc1)Cc1ccccc1
90	-2.2	CC(C)C[C@H](CO)Nc1nc(Nc2cccc(Cl)c2)c2ncn(C(C)C)c2n1
91	0.2	COCCCN1C(=O)C(CC(=O)NCc2cccc3ccccc23)CC(C(=O)N2CCOCC2)=C1C (stereo not drawn)
92	-0.4	Cc1cc(O)ccc1Nc1cc(-c2cccc(N(C)C)c2)ncn1
93	-0.2	COC(=O)c1ccc(Cl)c(NC(=O)CN2CCN(C)CC2)c1
94	5.9	CCC(C)NC(=O)CCCc1ccccc1 (stereo not drawn)
95	-1.8	Cc1nc(NC(=O)C2CC2)sc1C(=O)NC1CCCCC1
96	-3.4	COc1ccc(C(C)(O)c2nc(-c3ccccc3C)cs2)cc1 (stereo not drawn)
97	0.4	COc1ccc(C(=O)NCCONC(=O)c2ccc(OC)cc2)cc1
98	8.2	COC(=O)[C@]1(C)N[C@H](CN(C)C(=O)COc2ccccc2)[C@@H]2C(=O)N(C)C(=O)[C@@H]21
99	6.6	CCOC(=O)c1c(C)n(C)c2c(C)cc(O)c(OC(=O)CC)c12
100	-5.4	COc1ccc(CNC(=S)NCc2ccc(F)cc2)cc1
